# PGC1a acetyl inh: lowers PGC1a acetylation signal in U2OS cells. AID 651687. inhibition, % at 15.6 µM. AlphaScreen anti-acetyl-lysine; with virally co-expressed GCN5 acetyltransferase. 350,000 compounds, 0.17% hits;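 active means every replicate shows inhibition of at least 40%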;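 further: 0% = neutral control wells and 100% = positive control wells; some results beyond the cut were filed as inactive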
# PAX8 reporter: inhibitors of PAX8 transcriptional activity in RMG-I cells. AID 652154. inhibition, % at 12.6 µM. 360,000 compounds, 1.2% hits. RMG-I TPO-luciferase reporter, SteadyGlo, 24 h;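 active means mean replicate inhibition at least 60% with every replicate also reaching 60%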;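 further: luciferase light reporting Pax8 driven TPO promoter activity; plate controls were median of neutral control wells for no effect and mitoxantrone controls for full effect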
# Cneo AK release: Cryptococcus neoformans lysis via adenylate kinase release | C. neoformans lysis, adenylate kinase release luminescence, 4 h; normalised: neutral wells 0, clomiphene wells 100 | lysis activity, % at 15 µM | 360,000 compounds, 0.2% hits | AID 651654;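 active means mean lysis activity across replicates of at least 80%, whatever share of replicates individually reach that level; inactive means mean lysis activity below 80%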
#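 Assay system: Cryptococcus neoformans yeast cells / Dosing: single-point compound dose / Timing: 4 h at 37 °C static, read 1 h later / Measured by: luminescence of released adenylate kinase using an AK detection reagent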
# CASP6 VEID inh: inhibitors of human caspase-6; P55212; purified caspase-6, Z-VEID-R110 cleavage fluorescence; inhibition, % at 12.5 µM; 350,000 compounds, 0.53% hits; AID 686996;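 active means mean inhibition across replicates at least about 35%, with every replicate also reaching that limit, limit read from the data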;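 further: 0% = median of neutral control wells and 100% = no fluorescence left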
# Target sequence (P55212 24-179 limits assumed): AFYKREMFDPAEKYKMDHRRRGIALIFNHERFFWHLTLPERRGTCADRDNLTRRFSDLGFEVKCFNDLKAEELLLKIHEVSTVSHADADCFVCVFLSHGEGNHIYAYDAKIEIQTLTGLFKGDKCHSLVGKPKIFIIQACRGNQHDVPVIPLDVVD
# Target sequence (P55212 194-293 limits assumed): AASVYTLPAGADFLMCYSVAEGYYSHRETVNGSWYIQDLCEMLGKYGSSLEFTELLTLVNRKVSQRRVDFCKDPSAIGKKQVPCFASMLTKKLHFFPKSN
# miR122 inh: inhibitors of miR-122 in Huh7 cells. activation (reporter increase), % at 12.5 µM. Huh7 miR-122 Renilla luciferase sensor, 48 h; neutral wells = 0, positive control = 100. 340,000 compounds, 0.3% hits;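 active means mean replicate activation score at least 90 and every replicate individually at or above 90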;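 further: higher luciferase means less miR-122 activity so hits act as miR-122 inhibitors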
# FN deposit inh: fibronectin deposition inhibition; AH1F fibroblasts, Alexa488-fibronectin deposition fluorescence, overnight; inhibition, % at 12.6 µM; 350,000 compounds, 0.086% hits;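 active means mean inhibition across replicates of 30% or more, regardless of how many single replicates reach that level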;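 further: positive control wells lacked labelled fibronectin entirely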
#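 Material – AH1F fibroblast monolayer, labelled fibronectin deposition · Reagent – labelled fibronectin 24 nM · Timing – 1 h adhesion, overnight exposure · Measured by – fluorescence at 485 nm excitation, 525 nm emission · Read-out – inhibition of fibronectin deposition signal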
# EWS-Fli inh: blocks EWS/Fli oncoprotein-driven transcription; AID 651661; 350,000 compounds, 0.67% hits; A673 NR0B1-luciferase reporter, viability-normalised; inhibition, % at 12.6 µM;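 active means mean inhibition of at least 50% after viability correction, with every replicate also passing that limit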;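 further: firefly luciferase signal divided by Alamar Blue viability fluorescence both relative to DMSO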
# LGR2 antag: inhibitors of bursicon-induced Drosophila LGR2 receptor cAMP signaling; HEK293 LGR2, CRE-luciferase, bursicon-stimulated, 4 h; inhibition, % at 9.99 µM; 380,000 compounds, 0.35% hits; AID 720647;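 active means drop in luminescence signal, shown as inhibition above about 50% in the replicate tests, limit read from the data, passing the limit was not always enough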;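 further: agonist challenge used bursicon conditioned medium at about half maximal strength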
# The depositor's hits bear a star; / = no result given; & = joins results of further samples; [ ] = dose if it differs, or a comment. Compounds as they come, and some 2.5% of all compounds hit somewhere here.
# Screens in order – PGC1a acetyl inh	PAX8 reporter	Cneo AK release	CASP6 VEID inh	miR122 inh	FN deposit inh	EWS-Fli inh	LGR2 antag
- C[C@H]1NC(=O)[C@]2(C)[C@@H](c3ccccc3)[C@H]3COc4ccccc4[C@H]3N2C1=O
 : /	-10	-1	3	-1	-2	0	7
- O=C1OCC(O)=C1Cc1ccccc1
 : /	-18	/	-1	/	-6	3	-10
- COc1ccc(S(=O)(=O)Nc2ccc3c(c2)C(=O)N([C@@H](C)CO)C[C@H](C)[C@@H](CN(C)Cc2ccc(C(F)(F)F)cc2)OCCCC[C@H](C)O3)cc1
 : 19	106*	6	-1	-2[16.7 µM]	-12	25	16
- N#Cc1c2n(c3c(-c4ccccc4)ncnc13)CCC2
 : 5	/	25	/	-4	/	/	1
- CCO[C@@H]1OC(C(=O)N2CCOCC2)=C[C@H](c2cn(C(C)=O)c3ccccc23)[C@H]1CCCO
 : 8	-3	-2	-3	0	2	4	-2
- O=C(Nc1ccon1)c1ccc(Br)s1
 : 5	-146	-1	4	-3	/	-6	4
- O=C(CN1CCCCC1)Nc1ccccc1-c1ccccc1
 : -8	/	1	1	2	/	7	-2
- N=c1c(S(=O)(=O)c2ccc(Cl)cc2)cc2c(=O)n3ccccc3nc2n1C1CCCCC1
 : 12	-6	-2	-2	4	/	3	-25
- CCCCn1c(-c2cccnc2)n[nH]c1=S
 : /	7	/	17	/	-5	12	/
- Cc1ccc(S(=O)(=O)NCC2CCC(C(=O)NCc3ccccn3)CC2)cc1 (centres undefined)
 : 3	-8	0	-3	4	3	-1	-20
- COc1cccc(OCC(O)CNC2CCCC2)c1 (centres undefined)
 : 9	-19	0	-4	-1	-6	7	11
- CC1(C(=O)NS(=O)(=O)c2cccc(OC(F)F)c2)CCN1C(=O)CC1CCCC1 (centres undefined)
 : /	3	9	2	/	20	0	/
- Cc1ncccc1C(=O)N1CCCC(CNC(=O)c2ccc(-c3ccccc3)cc2)C1 (centres undefined)
 : /	10	/	2	/	-6	12	-9
- CCCCNC(=O)C[C@@H]1C[C@@]2(C(=O)OC)CC(C)(C)CC=C2N(Cc2ccccc2)C1=O
 : /	-10	/	2	/	3	-16	-1
- CC1CCN(S(=O)(=O)c2ccccc2[N+](=O)[O-])CC1
 : -7	3	2	3	-2	6	4	0
- COc1ccc(CNS(=O)(=O)c2cc3c4c(c2)C(C)C(=O)N4CCC3)cc1 (centres undefined)
 : 1	1	1	/	-3	-4	12	-9
- CC(C)(C)C(=O)[C@@H]1[C@@H]2C(=O)N(C3CCCCC3)C(=O)[C@@H]2[C@H]2c3ccccc3C=CN12
 : /	24	1	/	43	-8	/	/
- O=C(NCC[C@H]1CC[C@@H](NC(=O)c2cnccn2)[C@@H](CO)O1)Nc1ccc(F)cc1
 : 7	3	-2	-2	/	-4	1	11
- COc1ccc(NC(=O)CN2C(=O)NC3(CCCCCC3)C2=O)cc1Cl
 : -13	15	0	0	9	3	2	-13
- Cc1ccc(-n2c(C)cc(C(=S)N3CCOCC3)c2C)cc1C
 : /	/	22	2	-2	/	/	-13
- CC(C)C(NC(=O)c1ccc(C(C)(C)C)cc1)C(=O)NCc1ccccn1 (centres undefined)
 : /	-16	3	2	/	6	0	19
- CC(=O)N1c2cc3ccccc3cc2N(C(C)=O)c2cc3ccccc3cc21
 : -14	15	2	2	2	9	-46	/
- C#CCNC(=O)C1=C[C@H](c2ccccc2)[C@@H](CCCO)[C@H](OCC)O1
 : -12&-9	-6&-4	2&1	2&0	-7	-2	-3&-12	4
- CCCN1C(=O)/C(=C/c2nc3ccccc3c(=O)[nH]2)c2ccccc21
 : /	6	/	2	/	/	84*	10
- NC(COCc1ccccc1)c1csc(Nc2nncc3ccccc23)n1 (centres undefined)
 : -1	-8	-11	-2	7	-9	2	/
- NC(=O)CSc1nnc(-c2ccc(O)cc2)n1Cc1ccco1
 : 3	0	-1	/	-5	4	/	/
- C=CCNC(=O)/C(C#N)=C/c1ccc2c(c1)OCCO2
 : -6	-10	/	1	/	/	-2	-8
- O=S(=O)(c1ccc(Oc2ccc(Cl)cc2)nc1)N1CCOCC1
 : /	11	/	0	/	-11	2	-9
- COc1cc(C=O)ccc1Oc1nnnn1-c1ccc(C(N)=O)cc1
 : 4	/	1	/	7	1	/	-20
- O=C(C1CCCC1)N1CCCCN2[C@@H](CO)[C@H](c3ccc(C#CC4(O)CCCC4)cc3)[C@@H]2C1
 : 3	-16	-5	-1	-26[16.7 µM]	/	23	/

# Looked up by compound from above (5):
# Screens in order – PGC1a acetyl inh	PAX8 reporter	Cneo AK release	CASP6 VEID inh	miR122 inh	FN deposit inh	EWS-Fli inh	LGR2 antag
- C=CCNC(=O)/C(C#N)=C/c1ccc2c(c1)OCCO2
 : -6	-10	/	1	/	/	-2	-8
- NC(=O)CSc1nnc(-c2ccc(O)cc2)n1Cc1ccco1
 : 3	0	-1	/	-5	4	/	/
- C#CCNC(=O)C1=C[C@H](c2ccccc2)[C@@H](CCCO)[C@H](OCC)O1
 : -12&-9	-6&-4	2&1	2&0	-7	-2	-3&-12	4
- O=S(=O)(c1ccc(Oc2ccc(Cl)cc2)nc1)N1CCOCC1
 : /	11	/	0	/	-11	2	-9
- CC(=O)N1c2cc3ccccc3cc2N(C(C)=O)c2cc3ccccc3cc21
 : -14	15	2	2	2	9	-46	/

# Additional records follow.
# Screens in order – PGC1a acetyl inh	PAX8 reporter	Cneo AK release	CASP6 VEID inh	miR122 inh	FN deposit inh	EWS-Fli inh	LGR2 antag
- O=C(CSc1nc2ccccc2n1CC(=O)N1CCCC1)Nc1nccs1
 : 2	/	-1	1	8	/	-8	-9
- Cc1cc(C)c2oc(C(=O)N3CCN(C)CC3)cc(=O)c2c1
 : 11	-9	-1	1	4	1	5	9
- O=[N+]([O-])c1cc(C(F)(F)F)cc([N+](=O)[O-])c1Sc1n[nH]c(C(F)(F)F)n1
 : -1	11	0	0	-2	9	14	4
- COc1cccc(/C=N/NC(=O)c2ccc(N3CCCC3=O)cc2)c1
 : 16	96*	0	0	1	7	18	5
- COc1ccc2c(c1)c(/C=C/c1cc[n+](C)cc1)cn2C
 : /	13	1	-32	/	-78	17	13
- COc1ccccc1-c1cc2nc(NCc3cccc(Cl)c3)ccn2n1
 : /	14	7	-1	/	-1	-3	4
- COc1ccc(C(=O)N2C[C@@H]3[C@H](c4ccccc42)[C@H](CO)N3Cc2ccc(Cl)cc2)cc1
 : 1	5	6	/	57[16.7 µM]	/	9	6
- O=C(Nc1cc(Cl)cc(Cl)c1)c1cccc(OC(F)F)c1
 : 7	/	-8	/	4	-8	/	-2
- CCCCN1CC(COCc2ccccc2)Oc2cccc(Oc3ccc(C(C)C)cc3)c2S1(=O)=O (centres undefined)
 : 7	1	-2	1	32	-7	7	-4
- O=C(C[C@H]1CC[C@H]2[C@@H](COC[C@@H](O)CN2C(=O)c2ccccc2)O1)Nc1ccccc1
 : -1	/	1	-2	-2[16.7 µM]	-5	/	4
- Cc1ccc(Nc2c(F)c(F)c(F)c(F)c2C(=O)O)c(C)c1
 : 4	6	/	2	/	16	-2	25
- Nc1nc2c(s1)CCCCCCCCCC2
 : -6	-2	3	-2	-3	-14	-3	6
- O=S(=O)(c1ccc(F)c(F)c1)N1CCCc2ccccc21
 : -11	9	1	-2	2	-1	-6	-3
- CCOC(=O)C1CCN(S(=O)(=O)c2ccc3c4c(cccc24)C(=O)N3CC)CC1
 : -6	10	1	1	/	19	-1	10
- CN1CCN(C(=O)c2ccccc2NC(=O)C(C)(C)C)CC1
 : -10	3	0	/	-7	2	/	/
- CSc1ccccc1C(=O)NCc1ccccc1C
 : -2	5	0	-2	0	/	-6	1
- COc1cc(CN2[C@@H]3CNC[C@H]2C3c2ccc(-c3ccccc3)cc2)cc(OC)c1 (some centres undefined)
 : -2&-52	-3&0	/	2&0	/	0&0	6&9	6&-18
- COc1ccccc1-n1cnnc1SCC(=O)Nc1ncc(Cl)cc1Cl
 : 57	/	1	/	-5	4	/	/
- N#C[C@@H]1[C@H](c2ccc(C#CC3CCCC3)cc2)[C@@H](CO)N1C(=O)Cc1ccccn1
 : 2	/	/	-1	/	8	1	7
- COc1ccc(NC(=O)c2nc[nH]c2C(=O)N2CCN(c3ccccc3)CC2)cc1
 : -4	-8	-3	3	-4	-13	-3	-20
- Clc1ccccc1-c1nnc(CNC2CC2)o1
 : /	-8	/	0	/	-7	-14	-16
- COc1ccccc1Nc1c2ccccc2nc2ccccc12
 : -1	15	1	2	-18	9	19	0
- COc1ccc(N2C(=O)CC(NNc3ncc(Cl)cc3Cl)C2=O)cc1 (centres undefined)
 : 7	10	/	0	/	-13	3	-1
- CCOC(=O)c1cc(CO)cc(C(=O)OCC)c1
 : /	-17	/	2	/	1	-3	-4
- COc1ccc(C2(c3ccc(OC)cc3)NC(=O)N(CC(=O)Nc3ccccc3C(F)(F)F)C2=O)cc1
 : /	27	0	-3	-4	/	7	-9
- CC(=O)NC(c1ccccc1)c1nc(-c2ccc3ccccc3c2)cs1 (centres undefined)
 : -2	-49	2	-2	-5	2	-9	-2
- Cc1c(Nc2ncccc2C(=O)O)cccc1C(F)(F)F
 : -9	-26	0	3	-2	1	0	1
- CCCCOC(=O)Nc1cc(C)c(Cl)cc1OC
 : -1	/	-1	/	7	/	/	10
- CCOC(=O)Cc1cnc(NC(=O)CSc2nc(C)c(CC)c(=O)[nH]2)s1
 : 5	1	/	-5	/	8	8	-22
- CCOC(=O)c1c(-c2cccc(N)c2)cn2ccccc12
 : 7	5	0	-1	-6	8	9	10
- CCCC(=O)Nc1ccc2c(c1)C(=O)N(C)[C@@H]1CC[C@H](CC(=O)Nc3ccccc3)O[C@H]1CO2
 : 10	9	41	2	-4[16.7 µM]	-10	-3	-7
- Cc1ccc(NC(=S)N2CCN(c3ccccc3F)CC2)c(C)c1
 : 12	22	1	19	-3	-1	10	-4
- Cc1ccc(NC(=O)c2ccccc2F)c(NC(=O)c2ccccc2F)c1
 : -16	-33	-1	3	10	3	-55	-50
- Cc1ccc(S(=O)(=O)N(C)C[C@H]2OCc3cnnn3CCCC(=O)N([C@@H](C)CO)C[C@@H]2C)cc1
 : 6	-6	-2	-4	-7[16.7 µM]	-7	-2	0
- COc1ccc(Nc2nc(NC(C)(C)C)nc(N3CCOCC3)n2)c(OC)c1
 : /	12	/	-1	/	/	6	-8
- COc1ccc(S(=O)(=O)N2CCN=C2SCc2cccc(C)c2)cc1
 : /	-3	-16	2	/	3	/	-9
- CCCC(=O)Nc1ccc2c(c1)C(=O)N(C)[C@@H]1CC[C@@H](CC(=O)NC3CCCC3)O[C@@H]1CO2
 : 4	-4	1	1	-8[16.7 µM]	8	8	-16
- C[C@@H](C(=O)N1CCN(C(=O)OC(C)(C)C)CC1)n1cc(CCCN=C(NC(=O)OC(C)(C)C)NC(=O)OC(C)(C)C)nn1
 : 7	-11	0	1	-4	4	5	10
- CCCCCCOC(=O)C(C#N)c1nc2ccccc2nc1N1CCN(C)CC1 (centres undefined)
 : 2	/	6	/	0	-10	/	/
- O=C(C1CC1)N1CCCCN2[C@H](C1)[C@H](c1ccc(C#CC3CCCC3)cc1)[C@@H]2CO
 : 4	33	4	0	-7[16.7 µM]	/	3	2
- Cc1ccc(-c2ccc3c(c2)O[C@@H](CN(C)Cc2ccccc2)[C@@H](C)CN([C@@H](C)CO)S3(=O)=O)cc1
 : -6	/	2	3	10[16.7 µM]	-16	-18	-7
- O=C(Nc1cccc([N+](=O)[O-])c1)c1cc(S(=O)(=O)N2CCOCC2)cs1
 : -1	-6	-1	11	-9	7	6	-11
- COc1cc2c(cc1OC)C(c1cc3ccc(C)cc3[nH]c1=O)N(C(=O)c1ccco1)CC2 (centres undefined)
 : -5	10	-4	14	-4	10	5	-25
